# NR2E3 ag-1 = human photoreceptor-specific nuclear receptor agonism; CHO-S Gal4-NCOR/VP16-NR2E3 two-hybrid, luciferase; AID 602229; inhibition of corepressor binding, % at 3.98 µM; Q9Y5X4; 360,000 tested, 0.35% active;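 active = inhibition above the mean of all tested compounds plus 3 SD, cut at about 70% in these data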;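 also: 0% = DMSO with NR2E3 transfected cells and 100% = cells lacking NR2E3 construct; higher means lower luciferase signal from less NR2E3 corepressor binding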
# Target sequence (Q9Y5X4 whole entry, looked up, the tested form may be a part): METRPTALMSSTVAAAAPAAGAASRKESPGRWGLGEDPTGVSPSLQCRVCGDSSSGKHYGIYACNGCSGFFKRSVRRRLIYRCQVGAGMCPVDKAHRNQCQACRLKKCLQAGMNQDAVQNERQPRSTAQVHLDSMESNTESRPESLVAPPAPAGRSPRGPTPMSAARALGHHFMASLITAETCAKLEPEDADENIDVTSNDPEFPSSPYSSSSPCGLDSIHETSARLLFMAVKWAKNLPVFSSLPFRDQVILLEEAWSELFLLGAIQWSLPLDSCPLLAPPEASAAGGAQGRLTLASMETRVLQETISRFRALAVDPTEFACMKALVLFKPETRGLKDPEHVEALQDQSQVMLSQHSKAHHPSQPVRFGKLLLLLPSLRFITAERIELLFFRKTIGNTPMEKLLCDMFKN
# PDI inh = blocks human protein disulfide isomerase activity; 350,000 tested, 0.052% active; PDI insulin aggregation turbidity, A650, 90 min; inhibition, % at 10 µM;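 active = mean inhibition across replicates of 30% or more, whatever share of single replicates reach that level; inconclusive = mean inhibition below 30% while every single replicate reaches 30%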;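 also: absorbance from insulin aggregation driven by PDI reduction with DTT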
# Target sequence (P07237 whole entry, looked up): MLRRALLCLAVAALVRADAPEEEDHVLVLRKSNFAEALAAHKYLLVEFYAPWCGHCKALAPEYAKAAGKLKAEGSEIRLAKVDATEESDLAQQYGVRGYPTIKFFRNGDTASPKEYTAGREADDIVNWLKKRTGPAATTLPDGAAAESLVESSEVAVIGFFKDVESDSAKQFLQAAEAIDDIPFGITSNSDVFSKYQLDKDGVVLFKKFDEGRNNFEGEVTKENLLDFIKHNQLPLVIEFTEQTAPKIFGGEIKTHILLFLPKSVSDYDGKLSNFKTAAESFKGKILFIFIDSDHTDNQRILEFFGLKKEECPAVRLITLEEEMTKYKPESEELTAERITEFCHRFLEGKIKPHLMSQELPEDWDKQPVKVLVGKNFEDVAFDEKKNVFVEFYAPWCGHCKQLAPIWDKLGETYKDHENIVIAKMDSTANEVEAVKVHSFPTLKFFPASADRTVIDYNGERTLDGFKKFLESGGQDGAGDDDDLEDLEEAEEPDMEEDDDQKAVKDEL
# CaV13 FRET inh = Primary screen for inhibitors of IQ motif and Ca2+-dependent inactivation inhibitor domain binding in CACNA1D, Förster resonance energy transfer in living cells, …; HEK cells, CFP/YFP FRET ICDI-IQ, plate reader, 10 min; percent FRET-ratio fall versus neutral wells; inhibition, % at 12.3 µM; 340,000 tested, 0.098% active;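 active = mean replicate inhibition of at least 30% and at least 1% of replicates passing that level; inconclusive = only one of the two criteria is met; inactive = neither criterion is met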;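 also: 0% = median of the neutral control wells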
# Vif imaging = HIV Vif inhibition; AID 602346; HEK293T cells, Vif self-association by quenched fluorescence, imaging, 24 h; inhibition, % at 7.49 µM; 340,000 tested, 0.35% active; in the data active = inhibition above about 50%, passing the limit was not always enough; inconclusive = no clear call, values can overlap the other calls; inactive = below about 31%; also: some results filed as inactive read as strong as hits
# Peg3 prom inh = inhibitors of Peg3 promoter; inhibition, % at 20 µM; HeLa PEG-Prom luciferase reporter, luminescence, overnight; 360,000 tested, 1.7% active; AID 588405;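 active = inhibition of at least 50% at 20 µM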
# iPSC survival up = hiPSC single-cell survival enhancement; ATPlite luminescence; 100% = ROCK inhibitor wells, 0% = DMSO; survival enhancement, % at 20 µM; 360,000 tested, 0.044% active; AID 602274; in the data active = survival enhancement above about 18%;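 also: cells exposed to compounds for 16 hours before the ATP read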
# NR2E3 ag-2 = NR2E3 (human) agonism | Q9Y5X4 | GST-NR2E3/biotin-RetCOR TR-FRET, 1536-well | inhibition of corepressor binding, % at 4.78 µM | 320,000 tested, 0.12% active | AID 2300;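 active = percent inhibition above the cutoff of mean plus 3 SD of all tested compounds, set per screening campaign, cut at about 20% in these data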;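 also: 0% = DMSO wells and 100% = biotin wells as full block of FRET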
#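 Material: NR2E3–RetCOR corepressor complex | Quantity: 1.35 nM GST-tagged NR2E3 final | Schedule: 5 h at 4 °C | Replication: Singlicate compound wells | Reagent: RetCOR corepressor, biotinylated, 7 nM | Controls: Biotin wells as high control, 0.6% DMSO wells as low control | Signal: TR-FRET, Eu(K)-anti-GST donor, streptavidin-D2 acceptor, ex 340, em 617/671 nm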
# TRPM1 prom inh = reduces MITF-dependent TRPM1 promoter luciferase signal; SK-MEL-5 TRPM1 promoter luciferase, 24 h; inhibition, % at 12.5 µM; 330,000 tested, 0.83% active; AID 488899;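 active = mean inhibition across replicates of 60% or more, whatever share of single replicates reaches that level; inconclusive = some that reach 60%, reason not given; inactive = mean inhibition across replicates below 60%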; also: values of inactives mirror those of a sister screen read the other way
# HIF-2a inh = inhibitors of HIF-2a | inhibition, % at 18.8 µM | 360,000 tested, 0.72% active | 786-0 RCC cells HIF-2a reporter, luciferase luminescence, overnight;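 active = inhibition of the luminescence signal of 40% or more relative to plate controls, in a single-dose primary screen at 18.75 µM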
# Granule exo inh = lytic granule exocytosis inhibition. TALL-104 LAMP-1 surface exposure, flow cytometry; cells stimulated with thapsigargin and PMA. inhibition, % at 10 µM. 360,000 tested, 0.66% active;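 active = inhibition above about 55%, limit read from the data; inconclusive = no clear call, values can overlap the other calls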
# aDG glyco up = alpha-DG glycosylation activation; Pro5-aDG cells, alpha-DG glycosylation AlphaScreen (IIH6); 0% Pro5, 100% B10-LARGE cell signal; AID 624168; activation, % at 10 µM; 360,000 tested, 0.22% active;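 active = activation of at least 8% versus controls, or a plate z-score of at least 8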;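 also: Pro5 are CHO cells carrying HIG-tagged alpha-DG that lacks glycosylation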
# Numbers without * were called inactive; u = inconclusive; x = not tested or not shown.
SMILES,NR2E3 ag-1,PDI inh,CaV13 FRET inh,Vif imaging,Peg3 prom inh,iPSC survival up,NR2E3 ag-2,TRPM1 prom inh,HIF-2a inh,Granule exo inh,aDG glyco up
Cc1noc(C)c1-c1ccc(C(=O)NCc2ccncc2)c2occc12,3,-5,-6,-18,-43,-0.8,x,x,-69,-2,1.4
COCCCNC(=S)NNC(=O)c1ccc(S(=O)(=O)N2CCC(C)CC2)cc1,1,-1,-4,1,8,1.7,-3,9,12,-2,0.6
C=CCOn1c(=O)c(-c2ccc(C)cc2)[n+]([O-])c2ccccc21,-13,-6,-4,9,16,1.1,3,-1,7,7,0.0
COc1ccc(NC(=O)COc2nc(N(C)C)nc(N(C)C)n2)cc1,-19,-3,-5,50,10,0.2,2,1,-4,-1,-0.2
COc1cc(C(C)=O)ccc1OCC(=O)Nc1cc(Cl)ccc1-n1cncn1,-7,17,-6,5,8,-0.3,x,9,15,-4,0.1
COc1ccccc1NC(=O)C(C)OC(=O)CCCN=C1NS(=O)(=O)c2ccccc21 (stereo unspecified),-14,-7,-3,6,1,-0.3,3,7,7,32,0.0
COc1ccc(CN(C)C(=O)c2cccc(S(=O)(=O)N3CCCc4ccccc43)c2)c(OC)c1OC,17,6,-2,-21,15,-2.6,x,21,7,1,0.5
CN(C)C=NC(=O)/C(C#N)=C1\CCc2ccccc2N1,9,-1,x,4,-30,2.4,-6,-35,-58,0,-0.5
Cc1c(C(=O)N/N=C/c2cccc(O)c2)nnn1-c1nonc1N,-31,3,-6,-10,-23,-0.4,3,-12,-30,-5,-0.1
COc1ccc(NC(=O)CCSc2nc(C)cs2)cc1,-4,5,-5,-2,-142,0.7,-1,-24,-131,26,-0.2
O=C(NC1CCS(=O)(=O)C1)c1cccc(Br)c1 (stereo unspecified),-29,1,-2,-1,4,0.4,-8,0,1,-6,-0.1
CCc1cccc(C)c1NC(=O)CN1C(=O)NC(C)(CCC(C)C)C1=O (stereo unspecified),-1,0,-6,-1,8,1.1,x,6,-4,-3,0.4
COc1ccc([C@H]2[C@H](C(C)=O)N3N=Cc4ccccc4C3C23C(=O)OC(C)(C)OC3=O)cc1 (stereo partly specified),-24,-30,-5,-5,-4,2.4,-4,7,-17,10,0.0
O=C(Cc1ccc([N+](=O)[O-])cc1)Nc1cccc(C(=O)N2CCCC2)c1,7,8,-4,-6,12,-0.6,x,8,10,2,-0.1
Cc1cc(OCC(=O)NNC(=O)c2cnccn2)cc(C)c1Cl,-4,-3,x,-4,24,-0.5,x,3,7,-1,1.4
COc1ccc(NC(=O)c2ccc3ncsc3c2)cc1,-154,-6,-6,-9,-269,-0.7,-4,-125,-200,-15,0.0
CCOc1ccc2[nH]c(=O)c(CN(CCCO)S(=O)(=O)c3ccc(F)cc3)cc2c1,0,2,-4,-1,13,-0.4,-2,12,0,-9,0.0
O=C(O)CC1(CC(=O)Nc2ccc(F)cc2F)CCCCC1,-3,-9,7,0,2,-0.6,1,x,12,1,-0.1
Cn1nc(C(F)(F)F)c(-c2cccc(C(F)(F)F)c2)c1NC(=O)c1nccnc1C(=O)O,2,3,-21,-8,16,1.9,0,-22,26,6,0.1
CCN(CC)C(=O)COc1ccc2oc(C)c(C(=O)OC(C)C)c2c1,-10,-4,-5,-8,21,-1.0,-4,-2,7,0,0.1
CC(=O)c1nn(-c2cccc(Br)c2)cc1C(=O)c1cccc2ccccc12,-17,10,-6,-2,16,2.2,0,6,17,1,0.1
Cc1cccc(NC(=O)C2c3ccccc3Oc3ccccc32)n1,-8,-11,6,1,1,-0.8,5,-8,-6,-4,-0.3
CCC(C(=O)Nc1ccccc1C(=O)N1CCCC1)N1C(=O)c2ccccc2C1=O (stereo unspecified),-17,0,-7,-14,8,-1.2,0,7,17,3,0.0
CCCNC(=O)c1nc(C)n(-c2cc(Cl)ccc2Cl)n1,3,0,-6,-1,10,1.4,2,-10,6,32,0.4
COc1cccc(/C=C/C(=O)OCC(=O)NC2CCCCCCC2)c1,17,12,-9,-11,-4,1.9,x,-6,13,19,0.0
Cc1ccc2nc(Nc3nc(CSc4nnnn4-c4ccccc4)cc(=O)[nH]3)nc(C)c2c1,2,6,-4,-2,12,1.0,2,19,13,0,0.3
O=[N+]([O-])c1cc(/C=N/O)ccc1SCc1ccccc1,-26,2,-3,-7,-52,2.0,-1,-32,-56,1,-0.3
CCN1CCN(C(=O)Cn2ncc3ccsc3c2=O)CC1,6,x,-3,-1,-4,-0.6,1,2,0,-2,-0.2
CCn1c(N2CCN(C(=O)/C=C/c3ccccc3)CC2)nc2ccccc21,15,4,-17,-12,24,-2.5,-1,12,10,-2,0.3
CC1CCN(S(=O)(=O)c2ccc(NC(=O)[C@@H]3CCCC[C@@H]3C(=O)O)cc2)CC1,-1,3,-4,x,10,0.0,2,1,11,0,0.0
O=C(/C=C/c1cccc([N+](=O)[O-])c1)NCCSCc1cccc(Cl)c1,-4,2,-15,-5,14,-1.2,0,-6,23,-2,-0.2
O=S(=O)(Nc1ccccc1N1CCCCC1)c1ccccc1,1,4,-3,0,19,-0.2,1,12,16,-4,0.2
O=C(O)/C=C\c1cccc(-n2nnnc2SCc2ccccc2F)c1,6,0,-13,-5,2,-0.2,-1,3,17,-2,-0.1
COc1c(C)cccc1C(=O)Nc1cc(-c2nn3c(C)nnc3s2)ccc1C,7,x,-2,-12,11,-1.2,-1,-14,-5,-1,-0.1
COc1ccccc1NC(=S)NCCc1ccccc1,-9,-3,-7,19,-27,-2.3,3,-4,-36,-3,0.3
NNC(=S)Nc1cccc(-c2n[nH]c(=S)o2)c1,14,-4,-5,u,-4,-0.6,3,3,15,3,0.0
CCOC(=O)c1ccc(NC(=O)Nc2c(C)nn(C)c2C)cc1,-4,4,-8,5,4,-1.6,4,11,9,1,0.0
Cc1cc(C)n(CC2CC(=O)N(c3ccccc3)C2=O)n1 (stereo unspecified),13,3,7,14,11,-0.1,1,3,15,-5,-0.2
CCc1ccc(NC(=O)COc2ccc3c(c2)OCO3)cc1,-13,-2,-3,-2,-216,-0.1,3,-4,-184,-4,0.2
COc1ccc2c(c1)c(C(=O)N/N=C/c1ccc(Br)cc1)c(C)n2C,-3,-2,-21,2,13,-0.3,-4,20,-16,2,0.0
C=Cn1cc[n+](CC(=O)c2ccc(C)cc2)c1,-14,1,-2,-2,-1,-1.8,1,5,9,-2,0.9
O=C(CCCN1C(=O)c2ccccc2C1=O)Nc1c2c(nc3c1CCC3)CCC2,4,4,x,-7,-4,3.2,x,6,17,-1,-0.2
OC1CCN(C(c2ccc3ncccc3c2)c2nnnn2C2CCCCC2)CC1 (stereo unspecified),-3,5,-7,6,-2,0.8,-2,4,-10,-1,-0.1
CCC(=O)c1ccc(OCC(=O)OC(C)C(=O)N2CCc3ccccc32)cc1 (stereo unspecified),20,-1,-3,0,-18,1.4,-4,-1,-4,-4,0.0
Cc1cc2nc3n(c2cc1C)CC1CC(C(=O)NCc2cccc(Br)c2)N(C)C31 (stereo unspecified),16,2,-10,x,6,1.1,2,11,3,-4,0.2
CCSc1nnc(NC(=O)C2CCCN(S(=O)(=O)c3cnc[nH]3)C2)s1 (stereo unspecified),4,-3,1,6,-3,4.2,3,-13,4,-5,0.0
O=C(NCCc1ccc(F)cc1)C(=O)NCC1CCCN1S(=O)(=O)c1cccs1 (stereo unspecified),-16,-7,-4,-2,24,0.1,4,16,14,-1,1.6
CCNC(=S)NNC(=S)NCc1ccccc1,-4,11,-8,-8,-6,0.9,-3,-1,1,0,0.0
N#Cc1ccccc1OCC(=O)NC(=O)NCc1ccco1,-144,6,-2,-7,-286,0.3,-1,-111,-359,-3,0.1
Cc1ccc(NS(=O)(=O)c2ccc(F)cc2)nc1,32,7,-5,1,5,-0.7,2,15,14,12,-0.2
Cc1ccc(COc2ccc(CNCCCN3CCCCCC3=O)cc2)cc1,-68,5,-7,-11,-121,-0.3,3,-74,-41,-1,0.7
Cc1ccccc1OCCN1C(=O)NC2(CCCc3ccccc32)C1=O (stereo unspecified),4,-1,x,10,18,0.9,-2,0,20,0,-0.1

# Some of the entries so far, with each value named:
molecule: CCC(=O)c1ccc(OCC(=O)OC(C)C(=O)N2CCc3ccccc32)cc1 (stereo unspecified)
  NR2E3 ag-1: 20
  PDI inh: -1
  CaV13 FRET inh: -3
  Vif imaging: 0
  Peg3 prom inh: -18
  iPSC survival up: 1.4
  NR2E3 ag-2: -4
  TRPM1 prom inh: -1
  HIF-2a inh: -4
  Granule exo inh: -4
  aDG glyco up: 0.0
molecule: O=C(NCCc1ccc(F)cc1)C(=O)NCC1CCCN1S(=O)(=O)c1cccs1 (stereo unspecified)
  NR2E3 ag-1: -16
  PDI inh: -7
  CaV13 FRET inh: -4
  Vif imaging: -2
  Peg3 prom inh: 24
  iPSC survival up: 0.1
  NR2E3 ag-2: 4
  TRPM1 prom inh: 16
  HIF-2a inh: 14
  Granule exo inh: -1
  aDG glyco up: 1.6
molecule: C=Cn1cc[n+](CC(=O)c2ccc(C)cc2)c1
  NR2E3 ag-1: -14
  PDI inh: 1
  CaV13 FRET inh: -2
  Vif imaging: -2
  Peg3 prom inh: -1
  iPSC survival up: -1.8
  NR2E3 ag-2: 1
  TRPM1 prom inh: 5
  HIF-2a inh: 9
  Granule exo inh: -2
  aDG glyco up: 0.9

# Shown field by field: three of the compounds above
CCNC(=S)NNC(=S)NCc1ccccc1
  NR2E3 ag-1: -4
  PDI inh: 11
  CaV13 FRET inh: -8
  Vif imaging: -8
  Peg3 prom inh: -6
  iPSC survival up: 0.9
  NR2E3 ag-2: -3
  TRPM1 prom inh: -1
  HIF-2a inh: 1
  Granule exo inh: 0
  aDG glyco up: 0.0
N#Cc1ccccc1OCC(=O)NC(=O)NCc1ccco1
  NR2E3 ag-1: -144
  PDI inh: 6
  CaV13 FRET inh: -2
  Vif imaging: -7
  Peg3 prom inh: -286
  iPSC survival up: 0.3
  NR2E3 ag-2: -1
  TRPM1 prom inh: -111
  HIF-2a inh: -359
  Granule exo inh: -3
  aDG glyco up: 0.1
Cc1ccccc1OCCN1C(=O)NC2(CCCc3ccccc32)C1=O (stereo unspecified)
  NR2E3 ag-1: 4
  PDI inh: -1
  CaV13 FRET inh: x
  Vif imaging: 10
  Peg3 prom inh: 18
  iPSC survival up: 0.9
  NR2E3 ag-2: -2
  TRPM1 prom inh: 0
  HIF-2a inh: 20
  Granule exo inh: 0
  aDG glyco up: -0.1
